# From PubChem BioAssay
# JMJD2A Tudor: blocks the human JMJD2A Tudor domain | O75164 | AID 504339 | AlphaScreen JMJD2A-Tudor / H3K4me3 peptide binding | Potency, µM (highest dose often 114 µM), without a hit: top-dose activity change, negative = inhibition, hits mostly inhibitors | hit rate 4.4% among 390,000; note: potency is the fitted concentration of half-maximal effect; % is set by controls: 0 for no effect and ±100 for the full control effect; nearly all actives have a fitted effect of over 50% in size
# PI4K2A block: PI4K2A (human) kinase inhibition; Q9BTU6; purified PI4K2A, ADP-Glo luminescence, 1 h; hits give low values; activity change, negative = inhibition, % at 76.9 µM; hit rate 0.13% among 420,000; in the data active = activity change below about -50%; inconclusive = mostly about -30% to -49%;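 note: -100% = wells without enzyme as full effect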
#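 Compounds are screened against recombinant PI4K2A using PI as substrate and ATP, the latter dispensed at 300 microM. Reactions run one hour at ambient temperature before ADP-Glo detection; full inhibition defined by wells lacking enzyme.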
# RGS4 inhibitor: blocks human RGS4-accelerated GTP hydrolysis | Potency, µM (top dose mostly 114 µM), for the others: at the highest dose activity change, negative = inhibition, hits mostly inhibitors | Transcreener GDP fluorescence polarization, RGS4-accelerated GTP hydrolysis | P49798 | hit rate 0.039% among 390,000 | AID 504845; note: potency is the fitted concentration of half-maximal effect; % is set by controls: 0 for no effect and ±100 for the full control effect; nearly all actives have a fitted effect of over 75% in size; some results filed as inactive show a strong effect at the top dose
#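 MLSMR compounds (23 nl, pin-transferred) preincubated 10 min at room temperature with a 500nM (2x) first reagent, then RGS4 at 900nM (2x) plus Transcreener GDP mix added; fluorescence polarization (620/688 nm) read before and after 90 min at 30 °C.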
# G9a block: inhibitors of human histone lysine methyltransferase G9a. Q96KQ7. hit rate 8.8% among 350,000. G9a H3K9 monomethylation, AlphaScreen, 2 h. Potency, µM (highest dose often 102 µM), for inactives: at the top dose activity, negative = inhibition, hits mostly inhibitors; note: potency is the fitted concentration of half-maximal effect; % is set by controls: 0 for no effect and ±100 for the full control effect; nearly all actives have a fitted effect of over 75% in size
# Target sequence (Q96KQ7 913-1193 limits assumed): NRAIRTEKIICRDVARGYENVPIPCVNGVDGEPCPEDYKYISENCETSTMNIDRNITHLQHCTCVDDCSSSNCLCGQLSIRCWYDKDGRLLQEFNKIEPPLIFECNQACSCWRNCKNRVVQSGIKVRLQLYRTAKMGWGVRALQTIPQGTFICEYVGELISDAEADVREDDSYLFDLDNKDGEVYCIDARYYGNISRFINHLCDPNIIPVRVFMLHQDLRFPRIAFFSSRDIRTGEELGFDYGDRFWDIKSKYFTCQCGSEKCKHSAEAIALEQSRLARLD
#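 Signal arises when biotinylated H3K9 peptide, once monomethylated, bridges streptavidin donor and antibody-captured acceptor beads. Enzyme at 20 nM was preincubated 15 min with test compounds; peptide 500 nM and SAM 20 uM then reacted for 2 h.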
# BAZ2B inh: inhibitors of human BAZ2B bromodomain. Q9UIF8. AlphaScreen BAZ2B-H3K14Ac peptide displacement. Potency, µM (highest dose often 114 µM), for inactives: at the top dose activity change, negative = inhibition, actives largely listed as inhibitors. hit rate 4.4% among 360,000; note: potency is the fitted concentration of half-maximal effect; % is set by controls: 0 for no effect and ±100 for the full control effect; nearly all actives have a fitted effect of over 60% in size
#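 Inhibition is scored as reduced AlphaScreen emission. The BAZ2B/b-H3(5-23)K14Ac complex (50 nM each) in PBS pH 7.4, 0.01% Tween-20 meets compound (up to 110 uM) for 30 min at RT before bead addition.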
# ERG Ets-DNA blk: inhibitors of human ERG Ets domain-DNA interaction; fluorescence polarization, His-ERG Ets domain / labelled DNA; Potency, µM (series often up to 76.9 µM), without a hit: at the top dose FP activity, negative = inhibition, usual class: inhibitors; hit rate 0.028% among 370,000; active = well fitted inhibition curve with a large enough effect in the polarisation, with a control signal flat; inconclusive = small, poorly fitted or top-dose-only effect, or effect the other way, or a change in a side signal; inactive = no such curve, though single readings can be large or run the other way; the % refers to the polarisation;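 note: polarization taken with two DNA probes labelled with fluorescein and Texas red; potency is the fitted concentration of half-maximal effect; % of control where 0% means no effect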
# Target sequence (P11308 whole entry, looked up, the tested form may be a part): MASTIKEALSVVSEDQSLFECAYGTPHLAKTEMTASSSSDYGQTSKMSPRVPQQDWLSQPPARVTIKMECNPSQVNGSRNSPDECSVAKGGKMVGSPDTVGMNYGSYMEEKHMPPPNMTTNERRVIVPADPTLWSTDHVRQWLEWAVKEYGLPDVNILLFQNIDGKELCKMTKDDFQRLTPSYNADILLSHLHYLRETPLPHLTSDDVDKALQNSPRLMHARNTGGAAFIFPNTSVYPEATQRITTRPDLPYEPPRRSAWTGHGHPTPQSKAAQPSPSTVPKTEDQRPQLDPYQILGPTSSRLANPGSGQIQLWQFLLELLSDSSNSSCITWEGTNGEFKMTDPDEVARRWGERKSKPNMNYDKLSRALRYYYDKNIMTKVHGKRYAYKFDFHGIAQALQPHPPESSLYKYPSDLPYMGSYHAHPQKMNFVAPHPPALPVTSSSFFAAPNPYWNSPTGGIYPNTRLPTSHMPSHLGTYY
#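 His-tagged ERG Ets domain (1 uM in the protein solution; 300mM KCl, 50mM Tris-HCl, 1mM EDTA, 1mM DTT, pH 7.5) received compound, then a probe mix of 5 nM fluorescein-DNA and 100nM Texas-615-DNA. Fluorescence polarization was read for both dyes.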
# ALOX12 inh: blocks human arachidonate 12S-lipoxygenase; Potency, µM (top dose mostly 108 µM), for the others: at the highest dose activity change, negative = inhibition, usual class: inhibitors; AID 1671190; hit rate 1.1% among 580,000; purified 12hLO, xylenol orange hydroperoxide absorbance; note: potency is the fitted concentration of half-maximal effect; % is set by controls: 0 for no effect and ±100 for the full control effect
#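 Purified human 12hLO (150 nM final) in 25 mM Hepes, 0.01% Triton X-100, pH 7.0 was preincubated 15 min at room temperature with compound. Then 40 uM arachidonic acid was added, 30 min. Hydroperoxide was read by Fe-XO absorbance ratio 573/405 nm.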
# HP1b binding inh: inhibitors of HP1-beta chromodomain binding to methylated histone tails | AlphaScreen HP1-beta / biotin-H3K9me3 peptide binding | hit rate 0.56% among 390,000 | P83916 | AID 540317 | Potency, µM (titrated, usually from 114 µM), for inactives: at the top dose activity change, negative = inhibition, hits mostly inhibitors; note: potency is the fitted concentration of half-maximal effect; nearly all actives have a fitted effect of over 70% in size; inactives centre near 23
# Target sequence (P83916 whole entry, looked up): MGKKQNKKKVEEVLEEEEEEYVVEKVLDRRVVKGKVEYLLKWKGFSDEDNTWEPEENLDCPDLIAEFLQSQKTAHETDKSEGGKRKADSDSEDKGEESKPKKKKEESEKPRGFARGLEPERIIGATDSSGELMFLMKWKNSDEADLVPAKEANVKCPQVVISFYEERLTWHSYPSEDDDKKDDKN
#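 HP1-beta protein (50 nM final) preincubated 30 min at room temperature with biotinylated H3(1-18)K9me3 peptide (50 nM) in PBS pH 7.4, 0.01% Tween-20, then compound added for 30 min. AlphaScreen streptavidin donor/nickel chelate acceptor beads (10 ug/mL final), 30 min dark, luminescence read.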
# GLS inhibitor: blocks human kidney-isoform glutaminase activity. Potency, µM (series often up to 45.5 µM), for inactives: top-dose activity change, negative = inhibition, usual class: inhibitors. hit rate 0.21% among 410,000. O94925. GLS enzymatic activity, qHTS titration; note: potency is the fitted concentration of half-maximal effect; % is set by controls: 0 for no effect and ±100 for the full control effect
#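 Coupled fluorescence readout: glutamate oxidase/HRP/Amplex Red detect glutamate formed by hKGA from L-glutamine (1 mM solution added). Buffer 45 mM KH2PO4 pH 8.2, 0.02% Tween-20; reads at t0 and 30 min RT.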
# An asterisk follows results filed as active; ? = inconclusive; nt = not tested or not shown; [ ] = dose if it differs, or a comment. Unless noted, calls come from the whole dose curve; as a rule, active = well fitted curve in the direction sought with a large enough effect; inconclusive = small, poorly fitted or top-dose-only effect, or another doubt; inactive = no such curve, though single readings can be large; an effect the other way counts as inactive or inconclusive. Only part of the results is shown; the hit share may differ from the screen's.
SMILES,JMJD2A Tudor,PI4K2A block,RGS4 inhibitor,G9a block,BAZ2B inh,ERG Ets-DNA blk,ALOX12 inh,HP1b binding inh,GLS inhibitor
O=c1c2ccccc2[nH]c(=S)n1Cc1ccc2c(c1)OCO2,-1%,0,-23%,35%[activator],13%,-1%,-1%,30%,-5%
CCOC(=O)C1=CN(Cc2ccco2)S(=O)(=O)N(CC)C1c1cccc(OC)c1 (configuration not stated),-28%,2,26%,nt,nt,-10%,?,15%,2%
Cc1cc(C)c(C)c(S(=O)(=O)N2CCC(C(=O)NC3=NCCS3)CC2)c1C,-25%,1,4%,-7%[2.33 µM],?,2%,5%,16%,-3%
COc1ccccc1NC(=O)CNC(=O)Cn1cnc2sc(C)c(C)c2c1=O,-15%,5,1%[56.9 µM],-3%,-3%,-2%,-14%,57%[activator],-6%
CC1CCCN(C2(O)C(=O)Nc3ccc(Br)cc32)C1 (configuration not stated),-11%,2,2%,-37%,0%,-15%,13%,47%[activator],0%
CCOc1ncccc1C(=O)OCCN1C(=O)c2ccccc2C1=O,?,1,-52%,-8%[59 µM],-3%,9%,-16%[57.4 µM],76%[activator],-3%
O=C(CN1C(=O)c2ccccc2S1(=O)=O)NC1CCCCCC1,-6%,6,-9%,8%[59 µM],-5%,-7%,-7%,53%[activator],-7%
CC(C)(CC(=O)O)CC(=O)Nc1ccc(Oc2ccc(C(C)(C)C)cc2)nc1,-13%,-2,11%,?,-3%,22%,16%,43%[activator],7%
O=C(CCl)N1c2ccccc2Sc2c1ccc1ccccc21,-13%,11,-14%,nt,nt,3%,35µM*,28%,9%
C[C@H](NC(=O)c1ccccc1Cl)C(=O)NCCc1ccc(S(N)(=O)=O)cc1,-11%,2,-22%,21%[59 µM],2%,3%,-7%,21%,4%
COCCn1c(=NC(=O)c2ccc(S(=O)(=O)N3CCc4ccccc4C3)cc2)sc2cc(OC)ccc21,6%,3,-2%,?,-5%,-1%,-1%,41%,1%
Cc1cccc(N2CCN(C3=NC(=O)C(Cc4ccccc4)S3)CC2)c1 (configuration not stated),-23%,8,-36%,-10%[59 µM],-7%,-3%,3%,13%,0%
O=C(CSc1nncs1)NC1CCCc2ccccc21 (configuration not stated),-3%,4,2%,3%,nt,-10%,21%,37%,-1%
CCC(C(=O)NC1CCCCCC1)n1nc(C)n2c(cc3occc32)c1=O (configuration not stated),7%,9,0%,nt,-17%,-8%,-11%,31%,-3%
CCc1nn2c(=O)cc(COC(=O)c3ccc(NC(=O)COc4ccc(C)cc4)cc3)nc2s1,-23%,-8,15%,9%[59 µM],-4%,6%,-20%,12%,-14%
Cc1cccc(C2CC(c3ccc(F)cc3)Nc3nc(N)nn32)c1 (configuration not stated),-35%,-4,-14%,-2%,1%,6%,447%[activator],34%,-5%
O=C(O)CCCC(=O)NCc1ccccn1,-4%,-2,21%,-23%[59 µM],-6%,-5%,-8%,36%[activator],5%
CC(C)CC(=O)Nc1ccc(N2CCOCC2)cc1,7%,8,0%,?,8%,-3%,0%,20%,27%
CC1(C)N([O-])C(c2ccccc2)=C[N+](=O)C1(C)C,?,1,25%,?,10%,-11%,-8%,?,5%
CCn1cc(C(=O)NCC(OC)OC)c(=O)c2cc(S(=O)(=O)N3CCOCC3)ccc21,-9%,2,15%,47%[activator],12%,2%,1%,15%[57 µM],5%
Cc1ccnc(N2CCC(C(=O)NCc3ccc4c(c3)OCO4)CC2)n1,-8%,-1,-3%,17%[12.7 µM],4%,-6%,0%,27%,-2%
C/C=C(\C)C(=O)Nc1cccc(C2=NOC3(C2)C[C@@H](C(N)=O)N(C(=O)/C(C)=C/C)C3)c1 (some centres not stated),-9%,1,0%,-41%[59 µM],-13%,-5%,-4%,47%[activator],-7%
CCOC(=O)Cn1c(=O)oc2cc(S(=O)(=O)N3CCN(c4ccc(C(C)=O)cc4)CC3)ccc21,-1%,0,-26%,3%[59 µM],-2%,4%,-2%,53%[activator],3%
COc1ccccc1N1CCN(CC(=O)N2N=CCC2c2ccccc2)CC1 (configuration not stated),-12%,0,10%,12%[59 µM],2%,-7%,-10%,19%,30%
CN(Cc1ccccc1)C(=O)C(=O)Nc1ccc2nc3n(c(=O)c2c1)CCCCC3,-11%,-1,-2%,-2%[59 µM],4%,-3%,-17%,31%,-1%

# Reprinted from the part before: seven entries, then new ones.
SMILES,JMJD2A Tudor,PI4K2A block,RGS4 inhibitor,G9a block,BAZ2B inh,ERG Ets-DNA blk,ALOX12 inh,HP1b binding inh,GLS inhibitor
CC1(C)N([O-])C(c2ccccc2)=C[N+](=O)C1(C)C,?,1,25%,?,10%,-11%,-8%,?,5%
CCn1cc(C(=O)NCC(OC)OC)c(=O)c2cc(S(=O)(=O)N3CCOCC3)ccc21,-9%,2,15%,47%[activator],12%,2%,1%,15%[57 µM],5%
Cc1ccnc(N2CCC(C(=O)NCc3ccc4c(c3)OCO4)CC2)n1,-8%,-1,-3%,17%[12.7 µM],4%,-6%,0%,27%,-2%
C/C=C(\C)C(=O)Nc1cccc(C2=NOC3(C2)C[C@@H](C(N)=O)N(C(=O)/C(C)=C/C)C3)c1 (some centres not stated),-9%,1,0%,-41%[59 µM],-13%,-5%,-4%,47%[activator],-7%
CCOC(=O)Cn1c(=O)oc2cc(S(=O)(=O)N3CCN(c4ccc(C(C)=O)cc4)CC3)ccc21,-1%,0,-26%,3%[59 µM],-2%,4%,-2%,53%[activator],3%
COc1ccccc1N1CCN(CC(=O)N2N=CCC2c2ccccc2)CC1 (configuration not stated),-12%,0,10%,12%[59 µM],2%,-7%,-10%,19%,30%
CN(Cc1ccccc1)C(=O)C(=O)Nc1ccc2nc3n(c(=O)c2c1)CCCCC3,-11%,-1,-2%,-2%[59 µM],4%,-3%,-17%,31%,-1%
Cc1cc(-c2ccc(NS(=O)(=O)c3ccccc3)c(C)c2)ccc1NS(=O)(=O)c1ccccc1,-16%,1,23%,nt,nt,1%,1%,15%[57 µM],-9%
COc1ccc(S(=O)(=O)NC(N)=NCCc2ccccc2)cc1,-3%,0,-8%,-24%,nt,-2%,-4%,45%[activator],0%
CCN1C(=O)c2ccccc2S(=O)(=O)c2ccc(C(=O)NCCCN(CC(C)C)CC(C)C)cc21,-20%,-4,31%,-17%,4%,-6%,12%,18%,16%
COc1ccccc1-n1cnc2c(c1=O)c1nc3ccccc3nc1n2-c1ccc(C)cc1,-16%,0,-25%,11%[59 µM],16%,-1%,-14%,55%[activator],9%
O=C(CSc1nnc(CNC(=O)c2c(F)cccc2Cl)o1)Nc1cccc(F)c1,-5%,0,8%,-27%[59 µM],1%,7%,1%,43%[activator],0%
Cn1nnc2c(NCCc3ccccc3)ncnc21,-5%,-3,-2%,3%[59 µM],4%,10%,1%,29%,2%
Cc1nc(NC(=O)/C=C/c2ccco2)sc1C,-33%,-5,11%,?,?,-5%,-14%,-7%,2%
Cc1ccc(C2=C(c3ccc([N+](=O)[O-])cc3)C(=O)OC2)cc1C,?,-1,-5%,?,?,-3%,-21%,-24%,13%
C/C(Cc1ccccc1)=N\NC(=O)CNC(=O)c1cccc(Cl)c1,-16%,-1,17%,nt,0%,10%,131%[activator],15%,5%
Cc1ccc(-n2nnnc2SCn2nnc3ccccc3c2=O)c(C)c1,?,-11,-15%,-2%[59 µM],3%,5%,2%,13%,7%
COc1ccc(C(=O)NNC2=CC(=O)CC(C)(C)C2)cc1OC,12%,1,-2%,8%[59 µM],-30%,-3%,20%,21%,22%
CCOc1ccc(OCCn2c(=S)[nH]c3ccccc32)cc1,?,-2,?,7.1µM*,50µM*,5%,?,?,-7%
CC(NC(=O)CN1CCN(Cc2cccc(F)c2)CC1)c1ccccc1 (configuration not stated),-13%,1,4%,nt,-19%,5%,13%,42%[activator],-3%
CCOc1ccc(/C=N/NC(=O)CCC(=O)Nc2ccc(F)cc2)cc1,-10%,-3,30%,0%,1%,-5%,?,0%,-12%
O=C(CCC1CCCCC1)Nc1c2c(nn1-c1ccc(F)cc1)CS(=O)(=O)C2,-1%,8,4%,-37%,-5%,8%,-11%,35%,-9%
C/C=C/c1ccc(OCC(=O)OCc2csc(CC(=O)Nc3ccccc3C)n2)c(OC)c1,-10%,7,13%,nt,-8%,-1%,18%,4%,5%
CC(=O)c1cccc(S(=O)(=O)NC2CCCCCC2)c1,1%,-3,-5%,?,-8%,10%,10%,20%,1%
S=C(Nc1ccc(Br)cc1)N1CCn2cccc2C1c1cccnc1 (configuration not stated),?,0,2%,?,?,5%,5%,-23%,-14%
Cc1cc2cc(CCNC(=O)c3ccc(Br)o3)c(=O)[nH]c2cc1C,-22%,-1,?,18µM*,-23%,12%,?,32%,-4%
COc1cccc2cc(-c3nc(-c4ccc(Cl)cc4)cs3)c(=O)oc12,-8%,-21,0%,0%[59 µM],0%,2%,-16%,32%,-2%
